# High-throughput results deposited in PubChem BioAssay by Broad Institute.
# PRC2 inh: inhibitors of human EZH2/PRC2 methyltransferase; Q15910; PRC2 H3K27 methylation, DELFIA TRF, 1 h; inhibition, % at 12.5 µM; actives 0.35% (n = 57,000); AID 651548;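 active = mean inhibition of replicates at least 50% and every single replicate also reaching 50%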;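 note: dimethyl H3K27 on biotinylated H3 21-44 peptide detected by antibody; plate controls were median neutral control wells for no effect and median positive control wells for full effect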
# Target sequence (Q15910 whole entry, looked up): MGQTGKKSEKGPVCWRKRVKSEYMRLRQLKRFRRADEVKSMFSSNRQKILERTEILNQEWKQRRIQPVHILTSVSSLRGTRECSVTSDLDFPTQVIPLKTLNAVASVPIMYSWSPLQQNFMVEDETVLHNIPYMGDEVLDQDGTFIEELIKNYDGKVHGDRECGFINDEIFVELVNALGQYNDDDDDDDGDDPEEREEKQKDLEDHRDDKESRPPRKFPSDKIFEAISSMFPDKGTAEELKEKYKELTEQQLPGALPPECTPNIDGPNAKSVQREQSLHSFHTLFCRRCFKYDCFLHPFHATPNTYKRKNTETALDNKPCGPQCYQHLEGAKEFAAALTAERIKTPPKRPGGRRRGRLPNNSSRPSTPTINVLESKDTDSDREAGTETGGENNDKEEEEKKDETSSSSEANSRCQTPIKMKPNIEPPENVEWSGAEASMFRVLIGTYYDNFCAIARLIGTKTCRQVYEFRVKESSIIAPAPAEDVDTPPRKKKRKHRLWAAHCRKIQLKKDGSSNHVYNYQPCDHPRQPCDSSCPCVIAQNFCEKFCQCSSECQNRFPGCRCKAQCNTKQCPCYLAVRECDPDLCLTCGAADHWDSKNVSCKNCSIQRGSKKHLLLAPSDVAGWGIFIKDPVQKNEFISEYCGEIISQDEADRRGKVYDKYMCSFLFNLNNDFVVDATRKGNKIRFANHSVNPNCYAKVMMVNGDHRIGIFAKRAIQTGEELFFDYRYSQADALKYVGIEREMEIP
# IDH1 R132H inh: inhibitors of human IDH1 R132H; O75874; IDH1 R132H reductase, diaphorase/resazurin fluorescence, 60 min; actives 0.18% (n = 70,000); inhibition, % at 10 µM; in the data active = inhibition above about 34%;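 note: 0% = DMSO and 100% = no enzyme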
# * = called active by the depositor; x = no result given. This is a subset (hit frequency here may not be typical).
canonical_smiles | PRC2 inh | IDH1 R132H inh
C[C@H]1CN([C@@H](C)CO)S(=O)(=O)c2ccc(-c3cccc(C#N)c3)cc2O[C@@H]1CN(C)C(=O)Nc1ccccc1F | x | -0.5
C[C@H]1CN([C@@H](C)CO)C(=O)Cc2cc(N(C)C)ccc2O[C@@H]1CN(C)Cc1ccncc1 | -9.6 | 3.6
Cc1ccc(S(=O)(=O)Nc2ccccc2-c2nc3ccccc3c(=O)o2)cc1 | 3.5 | -0.4
C[C@H]1CN([C@@H](C)CO)C(=O)c2cc(NS(=O)(=O)c3cccs3)ccc2O[C@H]1CN(C)Cc1ccccc1 | 4.4 | -0.9
C[C@H]1CN([C@@H](C)CO)S(=O)(=O)c2ccc(C#Cc3cccc(F)c3)cc2O[C@H]1CN(C)S(=O)(=O)c1ccccc1F | 11.9 | 0.0
COc1ccc(S(=O)(=O)N(C)C[C@@H]2Oc3c(NC(=O)c4cc(C)nn4C)cccc3C(=O)N([C@H](C)CO)C[C@H]2C)cc1 | x | 2.4
O=C(C[C@H]1C[C@@H]2c3cc(NC(=O)c4ccc5c(c4)OCO5)ccc3O[C@@H]2[C@H](CO)O1)NCc1ccc(Oc2ccccc2)cc1 | -6.9 | -0.9
CO[C@H]1CN(C)C(=O)c2cc(NS(=O)(=O)c3cn(C)cn3)ccc2OC[C@@H](C)N(CCC(F)(F)F)C[C@H]1C | -0.1 | -0.6
COC(=O)c1ccc(C(=O)OC)c(NC(=O)CCC(=O)O)c1 | 8.8 | -0.2
COc1ccc(C(=O)CSc2nc(SC)ns2)cc1OC | -2.1 | 0.3
COc1cc2oc(-c3ccc(O)cc3)cc(=O)c2c(O)c1OC | x | -0.2
O=C(CCN1CCCCC1)N[C@@H]1CC[C@H](CCNS(=O)(=O)c2ccccc2)O[C@H]1CO | 4.7 | 0.4

# Quoted at random: 5 compounds from above
canonical_smiles | PRC2 inh | IDH1 R132H inh
C[C@H]1CN([C@@H](C)CO)C(=O)c2cc(NS(=O)(=O)c3cccs3)ccc2O[C@H]1CN(C)Cc1ccccc1 | 4.4 | -0.9
COc1ccc(C(=O)CSc2nc(SC)ns2)cc1OC | -2.1 | 0.3
COc1ccc(S(=O)(=O)N(C)C[C@@H]2Oc3c(NC(=O)c4cc(C)nn4C)cccc3C(=O)N([C@H](C)CO)C[C@H]2C)cc1 | x | 2.4
C[C@H]1CN([C@@H](C)CO)S(=O)(=O)c2ccc(C#Cc3cccc(F)c3)cc2O[C@H]1CN(C)S(=O)(=O)c1ccccc1F | 11.9 | 0.0
CO[C@H]1CN(C)C(=O)c2cc(NS(=O)(=O)c3cn(C)cn3)ccc2OC[C@@H](C)N(CCC(F)(F)F)C[C@H]1C | -0.1 | -0.6

# (more compounds)
canonical_smiles | PRC2 inh | IDH1 R132H inh
COc1cccc(CNC(=O)C[C@H]2CC[C@@H](NC(=O)C3CCC3)[C@@H](CO)O2)c1 | -1.2 | 0.5
Cc1ccc(NC(=O)CSc2nnc(-c3ccncc3)n2-c2ccccc2)cc1 | 2.3 | -0.1
C[C@H]1CN([C@@H](C)CO)S(=O)(=O)c2ccc(-c3cccnc3)cc2O[C@@H]1CN(C)C(=O)CC1CC1 | 4.0 | 0.3
Cc1ccc(S(=O)(=O)N[C@H]2CC[C@@H](CC(=O)O)O[C@@H]2CO)cc1 | 3.3 | 0.1
O=C(N/N=C/c1ccccc1OCCO)c1ccccc1O | 0.9 | 0.0
O=C(CN1CCOCC1)N[C@@H]1CC[C@H](CCn2cc(C3CC3)nn2)O[C@@H]1CO | 5.3 | 0.3
C[C@@H]1CN([C@@H](C)CO)C(=O)Cc2cc(NC(=O)Nc3cccc4ccccc34)ccc2O[C@@H]1CN(C)C(=O)Nc1ccc2c(c1)OCO2 | x | -0.6
C[C@H](CO)N1C[C@H](C)[C@@H](CN(C)S(=O)(=O)c2cn(C)cn2)Oc2c(NS(=O)(=O)c3ccc(F)cc3)cccc2C1=O | x | -2.3
Cc1ccccc1NC(=O)Cn1cnc2c1c(=O)n(C)c(=O)n2C | -1.5 | 0.0
Cc1cc(CNC(=O)Nc2cccc([N+](=O)[O-])c2)nn1C | -5.5 | -0.9
Cc1ccccc1S(=O)(=O)NCC[C@H]1CC[C@H](NC(=O)Nc2cccc(F)c2)[C@@H](CO)O1 | -18.2 | 0.0
Cc1cccc(NC(=O)CN(C)S(=O)(=O)c2ccc3ccccc3c2)c1C | -8.6 | 0.2
CNC[C@@H]1OCCCC[C@@H](C)Oc2ccc(NS(=O)(=O)c3c(C)noc3C)cc2C(=O)N([C@H](C)CO)C[C@@H]1C | x | 5.0
C[C@@H]1CCCCO[C@H](CN(C)C(=O)CCCN(C)C)[C@H](C)CN([C@@H](C)CO)C(=O)c2cc(N(C)C)ccc2O1 | 2.5 | 1.0
CCC(=O)Nc1ccc2c(c1)OC[C@H](C)N(C(=O)c1cnccn1)C[C@@H](C)[C@@H](OC)CN(C)C2=O | -0.7 | 0.4
Cc1ccccc1-c1cnc2c(c1)C(=O)N([C@@H](C)CO)C[C@H](C)[C@@H](CN(C)C(=O)CC1CC1)O2 | 13.5 | -2.5
C[C@H](CO)N1C[C@H](C)[C@H](CN(C)S(=O)(=O)c2ccsc2)OCc2ccccc2-c2c(n(C)c3ccccc23)C1=O | -6.4 | 0.6
CC1(C)Cc2c(c(N3CCOCC3)nc3sc4c(NCCN5CCOCC5)ncnc4c23)CS1 | x | 0.2
CCCCOC(=O)c1cc2c(cn1)[nH]c1ccccc12 | 25.9 | -0.8
CS(=O)(=O)Nc1ccc2oc3ncccc3c(=O)c2c1 | -1.2 | -0.1
C[C@H]1CN([C@@H](C)CO)C(=O)c2cccc(NS(=O)(=O)c3ccc(Cl)cc3)c2O[C@H]1CN(C)C(=O)Nc1ccc2c(c1)OCO2 | x | 2.2
C[C@H](CO)N1C[C@H](C)[C@@H](CN(C)Cc2ccc(Oc3ccccc3)cc2)Oc2c(NC(=O)Nc3ccccc3)cccc2C1=O | x | 2.7
COc1cccc(C(=O)Nc2ccc3c(c2)C(=O)N(C)C[C@@H](OC)[C@H](C)CN(C)[C@@H](C)CO3)c1 | -0.9 | -0.3
Cc1noc(C)c1S(=O)(=O)Nc1ccc2c(c1)CC(=O)N([C@@H](C)CO)C[C@H](C)[C@H](CN(C)Cc1ccc(Cl)c(Cl)c1)O2 | x | 0.1

# Carrying on:
# Sequence of screens – PRC2 inh	IDH1 R132H inh
- CN1CCN(C(=O)C[C@@H]2CC[C@H](NC(=O)Cc3ccccn3)[C@@H](CO)O2)CC1
 : -11.7	0.2
- O=S(=O)(NCc1ccco1)c1ccc(Oc2ccccc2)cc1
 : -9.4	-0.2
- COc1cccc(S(=O)(=O)Nc2ccc3c(c2)C(=O)N(C)C[C@H](OC)[C@H](C)CN(Cc2ccccc2F)[C@@H](C)CO3)c1
 : 31.8	-0.6
- C[C@@H]1CCCCO[C@H](CN(C)Cc2ccccc2)[C@@H](C)CN([C@@H](C)CO)C(=O)c2cc(NS(C)(=O)=O)ccc2O1
 : 2.4	0.5
- O=C(C[C@@H]1C[C@@H]2c3cc(NC(=O)c4cccnc4)ccc3O[C@@H]2[C@H](CO)O1)NCc1cccnc1
 : 4.8	-0.6
- COc1ccccc1S(=O)(=O)N[C@@H]1CC[C@H](CCn2cc(C3CC3)nn2)O[C@@H]1CO
 : 3.8	0.0
- O=S(=O)(N[C@H]1CC[C@@H](CCn2cc(Cc3ccccc3)nn2)O[C@H]1CO)c1ccccc1F
 : 12.4	0.0
- C[C@@H]1CN([C@@H](C)CO)C(=O)c2cc(C#CC3CCCC3)cnc2O[C@@H]1CN(C)S(C)(=O)=O
 : -20.8	x
- CC(C)NC(=O)Nc1ccc2c(c1)C(=O)N([C@@H](C)CO)C[C@@H](C)[C@@H](CN(C)Cc1ccc(C(F)(F)F)cc1)O2
 : x	0.7
- O=C(C[C@@H]1CC[C@H](NC(=O)Nc2cc(F)ccc2F)[C@H](CO)O1)NCc1ccccn1
 : -3.6	0.1
- C[C@H]1CN([C@@H](C)CO)C(=O)c2cccc(NC(=O)C3CCCCC3)c2O[C@H]1CN(C)C(=O)Nc1ccc(C(F)(F)F)cc1
 : -34.1	x
- O=C(Nc1ccc2c(c1)[C@H]1C[C@@H](CC(=O)N3CCOCC3)O[C@H](CO)[C@H]1O2)C1CCOCC1
 : 0.3	0.4
- C[C@H]1CN([C@@H](C)CO)C(=O)c2cc(-c3ccc(F)cc3)cnc2O[C@H]1CN(C)C(=O)Nc1ccccc1F
 : -9.1	x
- CO[C@@H]1CN(C)C(=O)c2ccc(NC(=O)Nc3cccc(Cl)c3)cc2OC[C@@H](C)NC[C@H]1C
 : -21.9	-0.1
- CC(=O)Nc1cccc(OCC(=O)N(C)c2ccccc2)c1
 : 6.0	-0.1
- Cc1noc(C)c1S(=O)(=O)N(C)C[C@@H]1Oc2ccc(NS(=O)(=O)c3cn(C)cn3)cc2CC(=O)N([C@H](C)CO)C[C@@H]1C
 : x	2.0
- C[C@@H]1CN([C@H](C)CO)C(=O)c2cccc(NC(=O)c3cnccn3)c2O[C@H]1CN(C)C(=O)Nc1ccccc1
 : -15.1	1.1
- CN(CC(=O)Nc1ccc(C(N)=O)cc1)S(=O)(=O)c1ccc(F)cc1
 : -18.8	0.2
- CO[C@H]1CN(C)C(=O)c2cc(NC(=O)Nc3c(C)noc3C)ccc2OC[C@@H](C)N(CC2CC2)C[C@H]1C
 : 7.3	-0.2
- Cc1ccc(S(=O)(=O)N[C@@H]2CC[C@@H](CCn3cc(-c4cccnc4)nn3)O[C@@H]2CO)cc1
 : 6.0	0.1
- C[C@@H](NC(=O)C[C@@H]1C[C@H]2c3cc(NS(C)(=O)=O)ccc3O[C@H]2[C@@H](CO)O1)c1ccccc1
 : -4.8	0.3
- N#Cc1c(C(F)(F)F)cc(-c2ccc(Br)cc2)nc1SCCC(=O)O
 : x	0.1
- O=C(NCC[C@H]1CC[C@H](NS(=O)(=O)c2cccc(F)c2)[C@H](CO)O1)C1CC1
 : -3.8	-0.3
- C[C@@H]1CN([C@H](C)CO)C(=O)Cc2cc(NC(=O)C3CC3)ccc2O[C@H]1CN(C)S(=O)(=O)c1cccs1
 : x	0.8
- C=CCc1ccc(O)c(-c2ccc(O)c(CC=C)c2)c1
 : 3.9	10.1
- Cc1noc(C)c1NC(=O)Nc1ccc2c(c1)C(=O)N([C@@H](C)CO)C[C@H](C)[C@H](CN(C)Cc1ccc(Cl)c(Cl)c1)O2
 : 3.0	x
- O=C(C[C@@H]1C[C@@H]2c3cc(NC(=O)c4ccc5c(c4)OCO5)ccc3O[C@@H]2[C@@H](CO)O1)NCc1cc(F)ccc1F
 : 3.2	-1.9
- O=C(Nc1ccccc1F)N[C@@H]1C=C[C@H](CC(=O)N2CCCCC2)O[C@H]1CO
 : -3.9	0.3
- C=C1SC(Nc2c(CC)cccc2CC)=NC1(C)C
 : 12.4	-0.8
- C[C@@H]1CN([C@H](C)CO)C(=O)c2cc(N(C)C)ccc2O[C@H]1CN(C)C(=O)Nc1ccc(F)cc1
 : 1.4	1.8
- CO[C@H]1CN(C)C(=O)c2cc(NC(=O)Nc3ccc4c(c3)OCO4)ccc2OC[C@@H](C)NC[C@H]1C
 : -5.6	-0.5
- O=C(C[C@H]1C=C[C@@H](NC(=O)c2cccc(F)c2)[C@H](CO)O1)NCCN1CCCC1
 : 8.5	-0.2
- COc1ccc(NC(=O)N(C)C[C@H]2Oc3cc(C#CCC(C)C)ccc3S(=O)(=O)N([C@@H](C)CO)C[C@H]2C)cc1
 : -7.8	-1.5
- C[C@@H]1CN([C@H](C)CO)C(=O)c2cccc(NC(=O)Nc3ccccc3)c2O[C@H]1CN(C)Cc1ccc2c(c1)OCO2
 : x	-0.3
- CCOC(=O)c1cnc2c(C)c(Cl)ccc2c1NCCCN1CCOCC1
 : 8.7	-0.4
- CCS(=O)(=O)NCC[C@@H]1CC[C@@H](NS(=O)(=O)c2cccc(Cl)c2)[C@@H](CO)O1
 : -8.8	-0.1
- Cc1ccc(S(=O)(=O)N[C@@H]2CC[C@H](CCNC(=O)Cc3ccccn3)O[C@H]2CO)cc1
 : 5.6	0.1
- O=C(C[C@@H]1C=C[C@@H](NC(=O)c2ccccc2)[C@H](CO)O1)NCCc1ccncc1
 : 18.2	0.1
- COc1ccc(NC(=O)CN2C(=O)c3cccc4cccc2c34)cc1OC
 : -19.4	-0.2
- Cc1ccc(S(=O)(=O)Nc2ccc3c(c2)C(=O)N([C@H](C)CO)C[C@H](C)[C@@H](CN(C)Cc2ccc(Cl)c(Cl)c2)OCCCC[C@@H](C)O3)cc1
 : x	2.7
- Cc1ccc(S(=O)(=O)Nc2cccc3c2O[C@H](CN(C)C(=O)NC2CCCCC2)[C@@H](C)CN([C@H](C)CO)C3=O)cc1
 : 2.0	-1.7
- O=C(Cn1cnc([N+](=O)[O-])n1)Nc1cccc2ccccc12
 : -10.1	-0.3
- CCC(=O)N(C)C[C@@H]1Oc2cc(-c3ccccc3C)ccc2S(=O)(=O)N([C@H](C)CO)C[C@H]1C
 : -6.8	2.8
- CCS(=O)(=O)NCC[C@H]1CC[C@H](NS(=O)(=O)c2cccc(F)c2)[C@H](CO)O1
 : -7.4	-0.3
- C[C@H]1CN([C@@H](C)CO)C(=O)c2cc(NS(=O)(=O)c3cccs3)ccc2O[C@@H]1CN(C)C(=O)Nc1ccccc1
 : x	0.5
- CC(C)NC(=O)N(C)C[C@H]1Oc2cc(C#CC(C)(C)O)ccc2S(=O)(=O)N([C@@H](C)CO)C[C@H]1C
 : 17.5	-0.3
- COc1ccc(Br)cc1C1CC(=O)C(C)C(c2cc(Br)ccc2OC)N1 (stereo unspecified)
 : -4.5	-0.8
- C[C@@H]1CN([C@H](C)CO)C(=O)Cc2cc(NC(=O)CCC(F)(F)F)ccc2O[C@H]1CN(C)C
 : -9.4	1.9
- COc1ccc(NC(=O)COc2ccc(Br)cc2Cl)c([N+](=O)[O-])c1
 : -1.7	0.3
- O=C(CSc1nc2c(c(=O)n1-c1ccc(Cl)cc1)SCC2)Nc1nccs1
 : x	-0.3
- C[C@H]1CN([C@@H](C)CO)C(=O)c2cc(/C=C/c3ccccc3)cnc2O[C@H]1CN(C)C(=O)CN(C)C
 : -8.8	0.1
- Cc1ccc2nc(-c3ccccn3)cc(C(=O)NCc3ccccn3)c2c1
 : -6.1	-0.6
